PL biosyn Enam – blocks phospholipid synthesis in CHO cells, Enamine compounds. ZR-82 CHO cells, pyrene fatty acid UV survival, CellTiter Blue; peroxisome-deficient CHO-K1 mutant line; plus DGAT-1, DGAT-2 and ACAT inhibitors. calls only at 10 µM. hit rate 0.4% among 20,000;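 active = cell survival signal 2 SD away from solvent-only control wells, confirmed on one or two retests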;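 also: 3 h compound exposure then viability read about one day after UV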
Calls only; i = inactive.

SMILES | PL biosyn Enam
Cc1ccc(C)n1-n1c(C)nc2scc(-c3cccs3)c2c1=O | i
COCCNC(=O)C12CC3CC(C1)CC(C(=O)NCCOC)(C3)C2 | i
O=[N+]([O-])c1ccc(Cl)c(S(=O)(=O)Nc2ccc(SC(F)F)cc2)c1 | i
Cc1nn(-c2ccccc2)cc1C1Nc2ccccc2-c2nc3ccccc3n21 (stereo not drawn) | i
Nc1ncc(Br)s1 | i
O=C1c2ccccc2C2(O)NC(=S)NC12O (stereo not drawn) | i
O=C(/C=C/c1ccco1)OCn1nnc2ccccc2c1=O | i
CCCCN1C(=O)C(=O)N(CC(=O)c2cc(C)n(-c3cc(C)on3)c2C)C1=O | i
CN=c1scc(-c2ccco2)n1/N=C/c1c(O)ccc2ccccc12 | i
Nc1c(C(=O)c2cccs2)sc2nc3c(c(-c4ccco4)c12)CCCCC3 | i
COc1ccc(C2SCCN2S(=O)(=O)c2ccc(OC)cc2)cc1 (stereo not drawn) | i
CCCCCCCCn1c(O)c(C(C)=NCCCOCC2CC2)c(=O)[nH]c1=S | i
CCCOc1cc2nc3c4cc(Br)ccc4n(CC)c3nc2cc1OCCC | i
CC(C)CCNc1ncnc2sc3c(c12)CCCC3 | i
CCCCN(C(=O)Cn1ncc(Cl)c(Cl)c1=O)c1c(N)n(CC(C)C)c(=O)[nH]c1=O | i
c1ccc(C2=NNC(=NC3CC3)SC2)cc1 | i
O=S1(=O)CCN2C=C(Cc3c(Cl)cccc3Cl)SC2=N1 | i
CCN(CC)C(=O)CSc1nnc(N)s1 | i
Cc1cc(C(=O)COC(=O)CN2C(=O)NC3(CCCC3)C2=O)c(C)n1CC1CCCO1 (stereo not drawn) | i
Cc1c2c(n(Cc3ccco3)c1C)N=CN1CCS(=O)(=O)N=C21 | i
CCC(C)(C)NS(=O)(=O)c1ccc(Cl)c(Cl)c1 | i
CCOC(=O)C(C)N1C(=O)S/C(=C\c2ccc(N3CCOCC3)o2)C1=O (stereo not drawn) | i
c1ccc2c(c1)C(=Nc1ccc3c(c1)OCCO3)c1ccccc1-2 | i
O=C1Nc2cc(Cl)ccc2/C1=C\c1ccc(Br)s1 | i
O=S(=O)(c1cc(Cl)ccc1Cl)N1CCNCC1 | i
NC(=O)N/N=C/c1c(Sc2nnnn2-c2ccccc2)nc2ccccn2c1=O | i
CCOC(=O)NC(=O)COC(=O)c1c(CC)noc1C | i
CCOC(=O)C1=C(C)NC(C)=C(C(=O)OCC)C1C(=O)OCc1cc(=O)n2cc(C)ccc2n1 | i
Cc1cc(O)c(CN(C)Cc2ccc3c(c2)OCCO3)cc1C(C)C | i
O=C1CCC(=O)N1CCS(=O)(=O)OCC(F)(F)C(F)F | i

A section from further up, as a working copy:
SMILES | PL biosyn Enam
CCC(C)(C)NS(=O)(=O)c1ccc(Cl)c(Cl)c1 | i
CCOC(=O)C(C)N1C(=O)S/C(=C\c2ccc(N3CCOCC3)o2)C1=O (stereo not drawn) | i
c1ccc2c(c1)C(=Nc1ccc3c(c1)OCCO3)c1ccccc1-2 | i
O=C1Nc2cc(Cl)ccc2/C1=C\c1ccc(Br)s1 | i

The listing continues:
SMILES | PL biosyn Enam
C=CCN=c1scc(-c2ccc(OC)cc2)n1/N=C/c1ccc(OC(F)F)cc1 | i
c1ccc(-c2ccc(-c3cnc4ccccc4n3)cc2)cc1 | i
c1nc(SCC2CCCCO2)c2c3c(sc2n1)CCC3 (stereo not drawn) | i
O=C(NCCCO)NCC12CC3CC(CC(C3)C1)C2 | i
Cc1c(-c2ccco2)[n+](=O)c2c(n1[O-])CCCCC2 | i
Clc1ccc(CSC2=NC3CCCCC3N2)cc1 (stereo not drawn) | i
CCN1CCN(C(=O)C23CCC(C)(C(=O)C2)C3(C)C)CC1 (stereo not drawn) | i
Cc1sc2nc(CSc3ccc(Br)cc3)nc(NC3CCS(=O)(=O)C3)c2c1C (stereo not drawn) | i
O=c1[nH]c(=S)[nH]c(O)c1C=Nc1ccc(Br)cc1 | i
COCC(C)Nc1ncnc2sc3c(c12)CCC3 (stereo not drawn) | i
O=[N+]([O-])c1ccc2oc(=Nc3cccc(Br)c3)c(-c3nc4ccccc4[nH]3)cc2c1 | i
COc1c([N+](=O)[O-])cc([N+](=O)[O-])cc1S(=O)C(F)(F)F (stereo not drawn) | i
CC(C)NC(=S)N=Nc1c(O)[nH]c2ccc([N+](=O)[O-])cc12 | i
OC(COc1ccc2c(c1)OCO2)CN1CCCCC1 (stereo not drawn) | i
CC1CCCC(NC(=O)NC(=O)CN2CCCC2)C1C (stereo not drawn) | i
O=S(=O)(Nc1ccc(Cl)cc1)c1ccc2oc(=S)[nH]c2c1 | i
S=C1NC(c2ccccc2)=NCN1N(c1ccccc1)c1ccccc1 | i
Clc1cc(Cl)c(N/N=C/c2cccs2)c(Cl)c1 | i
CCCc1sc(C(=O)O)cc1CC | i
COc1ccc(OC)c(C2NC(=O)NC3=C2C(=O)N(C)C3)c1 (stereo not drawn) | i

Filtered by structure: those above containing fluorine
SMILES | PL biosyn Enam
O=[N+]([O-])c1ccc(Cl)c(S(=O)(=O)Nc2ccc(SC(F)F)cc2)c1 | i
O=C1CCC(=O)N1CCS(=O)(=O)OCC(F)(F)C(F)F | i
C=CCN=c1scc(-c2ccc(OC)cc2)n1/N=C/c1ccc(OC(F)F)cc1 | i
COc1c([N+](=O)[O-])cc([N+](=O)[O-])cc1S(=O)C(F)(F)F (stereo not drawn) | i

More entries:
SMILES | PL biosyn Enam
Brc1ccc2nc(CSc3nc4ccccc4[nH]3)cn2c1 | i
O=C(COC(=O)/C=C/c1cccs1)NC(=O)NC1CCCC1 | i
FC(F)(F)c1ccc2c(c1)n(Cc1ccccc1Cl)c1[n+]2CCCCC1 | i
CN(CC(=O)Nc1sccc1C(N)=O)Cc1cccs1 | i
CN(c1ccccc1)S(=O)(=O)c1cccc(NS(=O)(=O)c2cc(Cl)ccc2Cl)c1 | i
CC(C)NCC(O)COC1CCC(C(C)(C)C)CC1 (stereo not drawn) | i
O=[N+]([O-])c1ccc2c(c1)N=C(NNc1ccccn1)CO2 | i
Cn1cccc1/C=C1\N=C2CCCCCN2C1=O | i
c1ccc(-c2nnc(CSc3nnc(-c4cccnc4)n3C3CC3)o2)cc1 | i
Fc1ccc(Br)cc1/C=C(\Cl)c1nnc(-c2cccs2)o1 | i

An excerpt from above in order of SMILES length, smallest number first:
SMILES | PL biosyn Enam
COCC(C)Nc1ncnc2sc3c(c12)CCC3 (stereo not drawn) | i
OC(COc1ccc2c(c1)OCO2)CN1CCCCC1 (stereo not drawn) | i
O=C1Nc2cc(Cl)ccc2/C1=C\c1ccc(Br)s1 | i
Nc1c(C(=O)c2cccs2)sc2nc3c(c(-c4ccco4)c12)CCCCC3 | i
CCOC(=O)C(C)N1C(=O)S/C(=C\c2ccc(N3CCOCC3)o2)C1=O (stereo not drawn) | i
O=[N+]([O-])c1ccc2oc(=Nc3cccc(Br)c3)c(-c3nc4ccccc4[nH]3)cc2c1 | i

Additional entries follow:
SMILES | PL biosyn Enam
CCSc1nc2sc3c(c2c(=O)n1CC1CCCO1)CCC3 (stereo not drawn) | i
CCCn1c(N)c(Br)c(=O)n(C)c1=O | i
Oc1c(C(Nc2ccccn2)c2cccnc2)ccc2cccnc12 (stereo not drawn) | i
Cc1cc(C)n2cc(CSc3ncccn3)nc2n1 | i
CCCc1cc(=O)[nH]c(SCCOc2ccc(Br)cc2)n1 | i
COC(=O)Nc1cccc[n+]1C | i
COc1cc(C(c2cc(Cl)c3cccnc3c2O)N2CCCC2)cc(OC)c1OC (stereo not drawn) | i
CC1CCc2sc(-c3nnc(SCc4cc(-c5ccco5)on4)o3)cc2C1 (stereo not drawn) | i
c1ccc(C2=NN3C(C2)c2ccccc2OC32CCCC2)cc1 (stereo not drawn) | i
Cc1cccn2c(=O)cc(CN3CCCC3c3cccs3)nc12 (stereo not drawn) | i
NS(=O)(=O)c1ccc(NS(=O)(=O)c2ccc(Cl)s2)cc1 | i
CCOC(=O)c1c(C)[nH]c(C(=O)CN2C(=O)NC(C)(CC(C)C)C2=O)c1C (stereo not drawn) | i
CN(C(=O)C12CC3CC(CC(Cl)(C3)C1)C2)C1CCCCC1 | i
FC(F)(F)c1cc(-c2ccccc2)nc2ncnn12 | i
CC1=C/C(=N\N=C(c2ccccc2)c2ccccc2)CC1 | i
CCCCNc1ncnc2sc3c(c12)CCCC3 | i
Cn1c(SCC(=O)NC2CCCC2)nnc1-c1ccco1 | i
CN(C)Cn1c(=S)oc2cc(S(=O)(=O)Nc3ccccc3Cl)ccc21 | i
Cc1cc(C(=O)CSc2nnc(SCC(=O)c3cc(C)n(CC4CCCO4)c3C)s2)c(C)n1CC1CCCO1 (stereo not drawn) | i
Brc1cc2c(cc1CSc1nnc(-c3c[nH]c4ccccc34)o1)OCCO2 | i
Cc1nn(CC(=O)NC(C)(C)C)c(C)c1S(=O)(=O)NC(C)(C)C | i
C=CCNC(=S)NNC(=S)N=P(N1CCOCC1)(N1CCOCC1)C(C)(C)C | i
COCCn1c(C)cc(/C=C2\SC(=S)N(Cc3ccco3)C2=O)c1C | i
CN(Cc1ccc(Cl)s1)c1ccc(S(N)(=O)=O)cn1 | i
Nc1nc(SCC(=O)N2N=C(c3ccco3)CC2c2cccs2)n[nH]1 (stereo not drawn) | i
O=C1NC(=Nc2ccccc2)c2ccccc21 | i
CCc1cc2c(=O)n(NC(=O)c3cnccn3)cnc2s1 | i
CC(C)(C)c1ccc(C2=C(c3ccc(C(C)(C)C)cc3)N3CCS(=O)(=O)N=C3S2)cc1 | i
COCCNC1CCS(=O)(=O)C1 (stereo not drawn) | i
CN(Cc1ccc(F)cc1)c1ncnc2cc(-c3ccc(F)cc3)sc12 | i
O=C(NCc1ccco1)OCC(F)(F)F | i
CNC(=O)NC(=O)Cn1ncc(Cl)c(Cl)c1=O | i
COc1ccc2c(c1OC)C(=O)OC2Nc1nccs1 (stereo not drawn) | i
Cc1ccc(/C=N/N2CCN(C)CC2)o1 | i
O=C(c1cc(-c2csc(-c3cccs3)n2)c[nH]1)N1CCCC1 | i
Cc1cc(C2=NNC(=NCC3CCCO3)SC2)c(C)n1Cc1ccco1 (stereo not drawn) | i
c1ccc(OCCCSc2n[nH]c3nc4ccccc4n23)cc1 | i
Cc1cc(=O)[nH]c(N/N=C/c2cc(Br)ccc2O)n1 | i
FC(F)Sc1ccc(NC(=S)NN2CCOCC2)cc1 | i
O=C1CCCC2=C1C(c1ccc(Cl)cc1)NC(=S)N2 (stereo not drawn) | i
Cc1nnc(SCc2nc(-c3cccs3)no2)n1C1CC1 | i
c1cc2c(cc1-c1csc(N3CCCC3)n1)OCCO2 | i
Brc1cc2c(cc1CSc1nncs1)OCO2 | i
c1cnc(NCC2COc3ccccc3O2)nc1 (stereo not drawn) | i
C#CCSc1nnc(-c2ccccc2Br)o1 | i
Fc1c(F)c(F)c(/C=N/NC(=S)Nc2cccnc2)c(F)c1F | i
O=C(ONC1=NCCCCC1)c1ccc([N+](=O)[O-])o1 | i
Cc1nn(CC(=O)N(C)C2CCS(=O)(=O)C2)c(C)c1S(=O)(=O)N(C)C (stereo not drawn) | i
Cc1sc2nc(C(C)N3CCCCC3C)[nH]c(=O)c2c1C (stereo not drawn) | i
Brc1cccc(OCCOc2ncnc3ccc(Br)cc23)c1 | i

(more compounds)
SMILES | PL biosyn Enam
O=C(CCC1CCCC1)NNC(=O)CC12CC3CC(CC(C3)C1)C2 | i
Cc1ccc(-c2csc3ncn(CC(=O)c4cc(C)n(C5CC5)c4C)c(=O)c23)s1 | i
Cc1cc(C)n2c(C(F)(F)F)nnc2n1 | i
CSc1ccc(CSc2nnc(-c3c[nH]c4ccccc34)o2)cc1 | i
CC1CCc2c(sc3ncnc(OCC(=O)c4ccc(Cl)s4)c23)C1 (stereo not drawn) | i
COC(=O)c1ccc(Cn2nc(C)c([N+](=O)[O-])c2C)o1 | i
Nc1nnc(SCC2=CC(=O)N3C=CSC3N2)s1 (stereo not drawn) | i
Nc1cc(=O)[nH]c(SCC(=O)N2CCCC2)n1 | i
Brc1ccc(-n2c(-c3ccco3)nc3nc4ccccc4nc32)cc1 | i
CC(C)CN(C(=O)CN1CCCCCCC1)c1c(N)n(CC(C)C)c(=O)[nH]c1=O | i
COC(=O)c1c(C)[nH]c(-c2csc(-c3cccs3)n2)c1C | i
COCCn1c(O)c(C(C)=NC2CCCCCC2)c(=O)[nH]c1=S | i
C[n+]1c(C2=C(O)CN(c3ccccc3)C2=N)sc2ccccc21 | i
CCC1(C)NC(=O)N(/N=C/C2=CCC3CC2C3(C)C)C1=O (stereo not drawn) | i
CCOC(=O)c1sc2nc(C(C)OC(=O)C3=COCCO3)[nH]c(=O)c2c1C (stereo not drawn) | i
CSC(=NS(=O)(=O)c1cccs1)Nc1ccc(Cl)c(S(=O)(=O)N(C)C)c1 | i
c1csc(-c2nc(Oc3ccc4c(c3)OCO4)c3ccccc3n2)c1 | i
CNC(=O)COC(=O)/C=C/c1ccco1 | i
c1ccc2c(c1)CCN(Cn1cnc3ccccc31)C2 | i
C=CCNc1nc(C(=O)OCc2ccc(C(=O)OC)o2)cs1 | i
O=C1NN(Cc2ccncc2Br)C=NC=C1Br | i
OC(COc1ccc2c(c1)OCO2)CN1CCN(Cc2ccc3c(c2)OCO3)CC1 (stereo not drawn) | i
O=C1CSC(=S)N1/N=C/c1cc(Br)ccc1O | i
O=C(CCN1C(=O)S/C(=C\c2cccs2)C1=O)NCc1ccco1 | i
Cc1ccc(-c2c[n+]3c(n2-c2ccccc2C)SCC3)cc1 | i
O=C1Nc2c(Cl)cc(Cl)cc2/C1=N\N=C\c1cc(Br)ccc1O | i
Fc1ccc(N/N=C/c2ccc(F)c(F)c2)c(F)c1 | i
CCOC(=O)c1c(C)[nH]c(C(=O)CN2C(=O)NC(C)(C)C2=O)c1C | i
Cc1cc(C(=O)Cn2cc([N+](=O)[O-])ccc2=O)c(C)n1Cc1ccco1 | i
Cc1cc(C)n(-c2n[nH]c(=S)n2/N=C/c2ccc(F)cc2)n1 | i
CN(C)CCCNC(=S)N1CCCSc2ccccc21 | i
CC1(C)CC2=NN(c3ccccc3)P(=O)(Nc3ccccc3)C2=C(N2CCCC2)C1 (stereo not drawn) | i
Cc1ccc(C2=CN(c3ccc(Br)cc3)C3CCC[N+]23C)cc1 (stereo not drawn) | i

An excerpt; count on the stated rates, not on these rows.
